Screening results: PubChem BioAssay, Broad Institute
CD40 NFkB inh = inhibitors of CD40-induced NF-kB signaling, primary screen, BL2 cells, luciferase reporter, single point | CD40L-induced, 4 h | inhibition, % at 10 µM | actives 0.94% (n = 83,000) | AID 1053188, 2014;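 active = mean inhibition of at least 50% with a set share of replicates also reaching that level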;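 also: 0% = neutral control wells and 100% = IKK inhibitor VII at 50 µM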
* = called active by the depositor; & = joins results of further samples; [ ] = another dose, or the depositor's remark. These rows are one share of the data; rates above refer to the full screens.

SMILES	CD40 NFkB inh
Cc1ccc(NC(=O)C(C)OC(=O)c2n[nH]c3ccccc23)cc1 (stereo not given)	-46
CNCCCNC(=O)c1ccc(/C=N/O)nc1	-5
CC(OC(=O)c1ccc(OCC2CCCO2)cc1)C(=O)N(C)Cc1ccccc1 (stereo not given)	-29
O=C(Cn1cnc2c(nnn2Cc2ccccc2)c1=O)Nc1ccc2c(c1)OCCO2	7
CCN(CC)C(=O)N(CC)Cc1ccccc1	5
O=C(CSc1nnc(-c2cccnc2)o1)Nc1ccccc1F	-40
COc1cccc(-c2cccc(NC(=O)C3CCN(Cc4nccs4)CC3)c2)c1	11
C[C@@H]1CN([C@H](C)CO)C(=O)Cc2cc(NS(=O)(=O)c3cn(C)cn3)ccc2O[C@@H]1CN(C)C(=O)NC1CCCCC1	5[25 µM]
O=C1NCCN1C(=O)N(c1ccccc1)c1ccccc1	7
CC(C)NC(=O)N(C)C[C@H]1Oc2ccccc2CC(=O)N(C)C[C@H]1C	6
COc1ccc(S(=O)(=O)NNC(=O)Cc2csc(C)n2)cc1[N+](=O)[O-]	12
O=C(CNc1ccccc1Cl)N/N=C1\CCCc2ccccc21	-5
CCOC(=O)c1c(-c2ccc(C)o2)csc1N	3
CC(=O)OC(Cn1nc(C)cc1C)c1ccccc1 (stereo not given)	4
Cc1nnc(SCc2ccon2)n1-c1ccccc1	2
COc1ccc(-c2cc(-c3cc(F)ccc3O)[nH]n2)cc1OC	-57
COc1ccc(NC(=O)c2cc(F)cc(F)c2)cc1S(=O)(=O)N1CCCCC1	16
COc1ccc2oc(C(=O)OCC(=O)N3CC(C)OC(C)C3)c(C)c2c1 (stereo not given)	6
COc1ccc2nc(N)sc2c1	-21
O=C(CN1C(=O)NC2(CCCCC2)C1=O)Nc1ccc(N2CCOCC2)cc1	1
CCN(CC)CCCn1c2c(c(SCC(=O)Nc3cc(C)cc(C)c3)nc1=O)CCC2	4
CC1CCC2(CC1)NC(=O)N(CC(=O)Nc1ccccc1-c1ccccc1)C2=O (stereo not given)	17
COc1ccc2oc(C(=O)N3CCN(C(=O)c4ccco4)CC3)c(C)c2c1	-12
O=S1(=O)CC=C(CSc2nc3ccccc3[nH]2)C1	-4
COc1ccc(S(=O)(=O)N2CCOC23CCN(S(=O)(=O)c2ccc(F)cc2C)CC3)cc1	9
CCCc1ccc(OCCNC(C)=O)cc1	-7
N=c1c2ccccc2nc2n1CCCCCCC2	-2
CN1c2ccc(Br)cc2[C@@H]2[C@@H](CCN2S(=O)(=O)c2ccc(F)cc2)[C@H]1CO	1[25 µM]
CCOc1ccc(-n2c(=S)sc3c(=O)[nH]c(SCC(=O)NC4CCCCC4)nc32)cc1	3
Cc1onc(-c2ccccc2)c1C(=O)NCc1cccnc1	5
O=C(NCc1ccco1)/C(=C\c1cccs1)NC(=O)c1ccccc1	5
C[C@@H]1CN([C@@H](C)CO)C(=O)c2c(c3ccccc3n2C)-c2ccccc2CO[C@@H]1CN(C)C(=O)Nc1ccccc1C(F)(F)F	55*[25 µM]
O=C(c1ccccn1)N1CC2(C1)[C@H](c1ccccc1)[C@@H](CO)N2C(=O)C1CCCCC1	-1[25 µM]
O=C(O)C(c1cccs1)C1(O)CCCCC1 (stereo not given)	6
COc1cccc(NC(=O)C(OC(=O)c2cnc(C)cn2)c2ccccc2)c1 (stereo not given)	-13
C[C@H](CO)N1C[C@H](C)[C@@H](CN(C)C(=O)N[C@H](C)c2ccccc2)OCc2ccccc2-c2c(n(C)c3ccccc23)C1=O	12
O=C(CN1C(=O)CC(c2ccccc2)S(=O)(=O)c2ccccc21)N1CCOCC1 (stereo not given)	3
O=C(O)Cc1ccc(NC(=O)c2ccc3c(c2)C(=O)N(Cc2ccccc2)C3=O)cc1	2
Cn1c(=O)oc2cc(S(=O)(=O)Nc3ccc4c(c3)OCCO4)ccc21	18
COc1cccc2cc(C(=O)OCC(=O)NC3CCCC(C)C3C)c(=O)oc12 (stereo not given)	-86
C/C=C/c1ccc([C@H]2[C@@H](CO)N3CCCCN(CCC(F)(F)F)C[C@@H]23)cc1	10[25 µM]
CCn1c2ccccc2c2cc(/C=N/NC(=O)c3ccncc3)ccc21	30
CN(C)C(=O)C[C@@H]1C[C@@H]2c3cc(NC(=O)c4cccnc4)ccc3O[C@@H]2[C@H](CO)O1	-3[25 µM]
Cn1cc(CN2CCC(C(=O)N3CCCC3)CC2)c(-c2ccccc2F)n1	6
CCC(=O)N1[C@@H]2c3cccc(=O)n3C[C@H]1[C@H](CO)[C@H]2C(=O)NC1Cc2ccccc2C1	-4[25 µM]
O=C(Cc1cccc2ccccc12)NCCOc1ccccc1F	13
CCOCCn1c(CC)nc2ccccc21	16
O=C(CN1CCCN(Cc2ccc(F)cc2Cl)C1=O)NC1CCCC1	14
CCOC(=O)c1sc2ncnc(N3CCN(C)CC3)c2c1C	-10
CCOC(=O)c1sc(Nc2nc(C)cc(OC)n2)nc1C	6
C[C@@H]1CN([C@@H](C)CO)C(=O)CCCn2cc(nn2)CO[C@@H]1CN(C)S(=O)(=O)c1ccc2c(c1)OCCCO2	7[25 µM]
O=C(CN1CCOCC1)N1CC[C@@H]2[C@H](CO)Nc3ccc(Br)cc3[C@@H]21	7[25 µM]
CC(=O)c1cccc(NC(=O)[C@@H](NC(N)=O)C(C)C)c1	5
COc1ccccc1CNC(=O)c1ccc(Cl)c(S(=O)(=O)N2CCCC2)c1	4
C/C=C/c1ccc(C2[C@@H]3CN(C(=O)Cc4ccncc4)C[C@H]2N3)cc1 (stereo not given in full)	-1&-2[25 µM]
CCCN(C)C[C@@H]1OCc2cn(nn2)CCCC(=O)N([C@H](C)CO)C[C@@H]1C	9[25 µM]
CN(C)C(=O)c1cccc(-c2ccc(C3[C@H]4CNC[C@@H]3N4Cc3nccs3)cc2)c1 (stereo not given in full)	-3&10[25 µM]
CC1Cc2ccccc2N1C(=O)COC(=O)c1cc(Br)ccc1O (stereo not given)	6
O=C(C[C@H]1CC[C@H]2NC[C@H](O)COC[C@@H]2O1)Nc1nccs1	8[25 µM]
Cc1ccc(-n2c(-c3ccccc3)nnc2-c2cccs2)cc1	2

For reference, part of the list above.
SMILES	CD40 NFkB inh
O=C(O)Cc1ccc(NC(=O)c2ccc3c(c2)C(=O)N(Cc2ccccc2)C3=O)cc1	2
Cn1c(=O)oc2cc(S(=O)(=O)Nc3ccc4c(c3)OCCO4)ccc21	18
COc1cccc2cc(C(=O)OCC(=O)NC3CCCC(C)C3C)c(=O)oc12 (stereo not given)	-86
C/C=C/c1ccc([C@H]2[C@@H](CO)N3CCCCN(CCC(F)(F)F)C[C@@H]23)cc1	10[25 µM]
CCn1c2ccccc2c2cc(/C=N/NC(=O)c3ccncc3)ccc21	30
CN(C)C(=O)C[C@@H]1C[C@@H]2c3cc(NC(=O)c4cccnc4)ccc3O[C@@H]2[C@H](CO)O1	-3[25 µM]
Cn1cc(CN2CCC(C(=O)N3CCCC3)CC2)c(-c2ccccc2F)n1	6
CCC(=O)N1[C@@H]2c3cccc(=O)n3C[C@H]1[C@H](CO)[C@H]2C(=O)NC1Cc2ccccc2C1	-4[25 µM]
O=C(Cc1cccc2ccccc12)NCCOc1ccccc1F	13
CCOCCn1c(CC)nc2ccccc21	16
O=C(CN1CCCN(Cc2ccc(F)cc2Cl)C1=O)NC1CCCC1	14
CCOC(=O)c1sc2ncnc(N3CCN(C)CC3)c2c1C	-10
CCOC(=O)c1sc(Nc2nc(C)cc(OC)n2)nc1C	6
C[C@@H]1CN([C@@H](C)CO)C(=O)CCCn2cc(nn2)CO[C@@H]1CN(C)S(=O)(=O)c1ccc2c(c1)OCCCO2	7[25 µM]
O=C(CN1CCOCC1)N1CC[C@@H]2[C@H](CO)Nc3ccc(Br)cc3[C@@H]21	7[25 µM]
CC(=O)c1cccc(NC(=O)[C@@H](NC(N)=O)C(C)C)c1	5
COc1ccccc1CNC(=O)c1ccc(Cl)c(S(=O)(=O)N2CCCC2)c1	4
C/C=C/c1ccc(C2[C@@H]3CN(C(=O)Cc4ccncc4)C[C@H]2N3)cc1 (stereo not given in full)	-1&-2[25 µM]
CCCN(C)C[C@@H]1OCc2cn(nn2)CCCC(=O)N([C@H](C)CO)C[C@@H]1C	9[25 µM]
CN(C)C(=O)c1cccc(-c2ccc(C3[C@H]4CNC[C@@H]3N4Cc3nccs3)cc2)c1 (stereo not given in full)	-3&10[25 µM]

(listing goes on)
SMILES	CD40 NFkB inh
CCC(=O)N(C)C[C@@H]1[C@H](c2ccc(C3=CCCC3)cc2)[C@H](CO)N1C(=O)CC	2
O=C(COC(=O)Cc1ccsc1)NCC12CC3CC(CC(C3)C1)C2	7
COC(=O)c1nccnc1N	3
CNc1oc(-c2ccc(OCc3ccccc3)cc2)nc1C#N	-45
COC(=O)[C@@H](NC(=O)Nc1ccc(OC)cc1)C(C)C	7
CC1CCCCC1NC(=O)Cn1cnc2c1c(=O)n(C)c(=O)n2C (stereo not given)	9
COC(=O)[C@H](C)NC(=O)NCc1ccc(F)cc1	6
CC=Cc1ccc2n(c1=O)C[C@@H]1[C@@H](CO)[C@H](C(=O)N(C)C)N(CC3CCCC3)[C@H]21 (mixture of isomers)	2
C/C=C/c1ccc([C@H]2[C@H](CO)N[C@H]2CN(CC(C)C)C(=O)c2ccccn2)cc1	23[25 µM]
COc1ccc(NC(=O)N(C)C[C@@H]2OCc3ccccc3-c3ccccc3C(=O)N([C@@H](C)CO)C[C@@H]2C)c(OC)c1	1[25 µM]
Cc1cc(C(=O)Nc2ccc(S(=O)(=O)N3CCOCC3)cc2)c(C)o1	9
CCOc1ccc(C(=O)CCC(=O)NNC(=O)c2ccccc2O)cc1	4
Cc1ccc(NC(=O)CN2CCC3(O)CCCCC3C2c2ccc3c(c2)OCO3)c(C)c1 (stereo not given)	2
O=C(O)c1ccc(Oc2ccccc2)o1	7
O=C(Nc1cccc(-c2nc3ncccc3o2)c1)c1ccc2c(c1)OCO2	5
COc1ccc2c3c([nH]c2c1)[C@@H](CO)N(Cc1ccccc1F)CC31CCN(CC2CC2)CC1	6
O=C(OCC(=O)N1CCc2ccccc21)c1ccc(Br)o1	-4
COc1ccc(NC(=O)COC(=O)CC2Sc3ccccc3NC2=O)cc1 (stereo not given)	-16
CC(C)CCNC(=O)NC(=O)COc1ccccc1C#N	-4
Cc1ccsc1C(=O)OCC(=O)Nc1sccc1C(N)=O	-32
CC1(C)Cc2c(ccc3ccccc23)-c2nnc(-c3cccnc3)n21	-7
COc1ccc(S(=O)(=O)NC2CC3CCC2C3)cc1 (stereo not given)	2
COc1ccc(-c2csc(N3N=C(C)C(C)C3=O)n2)cc1 (stereo not given)	-55
CC1(C)COC(Cc2ccccc2)=N1	0
CS(=O)(=O)N1CCCC(C(=O)N2CCc3ccccc3C2)C1 (stereo not given)	1
O=C(Cc1ccccc1)N1C[C@H]2[C@@H](c3ccccc31)[C@@H](CO)N2C(=O)c1ccc(F)cc1	-5[25 µM]
CC(C)(C)C(=O)NC1=NCCS1	-1
CNC(=O)/C(=C\C=C\c1ccccc1)NC(=O)c1ccc([N+](=O)[O-])cc1	1
COc1ccc(S(=O)(=O)Nc2ccc(S(=O)(=O)N3CCCCC3)cc2)cc1	1
COC(=O)NCC(C)OC(=O)Nc1ccc(Cl)cc1 (stereo not given)	-46
C[C@H]1CN([C@@H](C)CO)C(=O)c2cc(NC(=O)C3CC3)ccc2O[C@H]1CN(C)S(=O)(=O)c1ccccc1	5[25 µM]
COc1ccc2c3c(n(C)c2c1)[C@H](CO)N(C)CC31CN(S(=O)(=O)c2cccc(C)c2)C1	-18[25 µM]
COc1ccc(C(=O)NCC2CCCCC2)cc1S(=O)(=O)N1CCCC1	2
CN1CCN(C(=O)C[C@H]2CC[C@@H]3[C@H](COc4ccc(NC(=O)c5cccs5)cc4C(=O)N3C)O2)CC1	4[25 µM]
CC(C)NC(=O)C1(C)CCN1C(=O)c1ccc2c(c1)OCO2 (stereo not given)	9
O=C(NCCCc1ccccc1)C1CC(=O)N(c2ccc3c(c2)OCCO3)C1 (stereo not given)	25
O=C(NCCCN1CCCC1=O)c1cccc(Oc2ccccc2)c1	6
COc1ccc(NC2CCCN(C(=O)CCc3ccncc3)C2)cc1OC (stereo not given)	4
CN1C[C@H](O)COC[C@H]2O[C@@H](CC(=O)NC3CCCC3)CC[C@@H]21	-6[25 µM]
Cc1ccccc1CN1C(=O)C2(OCCCO2)c2ccccc21	-6
OC[C@@H]1[C@H](c2ccccc2)[C@@H](CNCC2CCC2)N1CC1CC1	6[25 µM]
Cc1ccc(S(=O)(=O)N2CCN(Cc3ccsc3)CC2)cc1	6
O=C(Nc1ccccn1)C1(c2ccccc2)CCCC1	4
CCOC(=O)c1ccc(N(CCC2CO2)S(=O)(=O)c2ccc(C)cc2)cc1 (stereo not given)	6
O=C(NNC(=O)c1csc(N2CCOCC2)n1)c1ccc(Cl)nc1	10
C#Cc1ccc(CN2CCC(N3CCC(C(=O)NCc4ccccn4)CC3)CC2)cc1	12
Cc1ccc(SCc2nc3ccccc3n2CC(=O)Nc2ccccc2)cc1	0
O=C(CCOc1ccccc1)Nc1ccc(S(=O)(=O)Nc2ncccn2)cc1	0
C[C@@H]1CN([C@H](C)CO)C(=O)c2cc(NS(=O)(=O)c3ccc(F)cc3)ccc2O[C@H]1CN(C)Cc1ccc(C(F)(F)F)cc1	20
COc1cccc(Nc2nc(C(N)c3ccccc3Cl)cs2)n1 (stereo not given)	17
COc1cc(OC)nc(NC(C)=O)n1	14
COc1cc(/C=N/Nc2ccc(C(F)(F)F)cn2)ccc1O	-39
C[C@H](CO)N1C[C@H](C)[C@@H](CN(C)C(=O)Nc2ccccc2)Oc2cc(-c3cccc(C(=O)N(C)C)c3)ccc2S1(=O)=O	3[25 µM]
CCOc1ccc(S(=O)(=O)NCCC(=O)N2CCCCCCC2)cc1	7
Cc1cccc(C(=O)Nc2c(C(=O)N(C)C)cnn2-c2ccccc2)c1	11
COc1cc(C(=O)NCCC(=O)NC(C)C)cc(OC)c1OC	6
CNC[C@@H]1OCc2ccccc2-c2ccccc2C(=O)N([C@H](C)CO)C[C@@H]1C	-4[25 µM]
O=C(CSc1ccc(-c2ccc(-n3cccn3)cc2)nn1)Nc1ccc([N+](=O)[O-])cc1	2
CO[C@H]1CN(C)C(=O)c2cc(NC(=O)c3cnccn3)ccc2OC[C@@H](C)NC[C@@H]1C	2[25 µM]
CCOc1ccc(NC(=O)CN(C)S(=O)(=O)c2cnc[nH]2)cc1	-4
C[C@@H]1CN(C)C(=O)c2cc(N(C)C)ccc2O[C@H]1CN(C)C	7
